Source: PubChem BioAssay (Sanford-Burnham Center for Chemical Genomics)
TIM10 inh: TIM10 yeast growth inhibition; inhibition, % at 10 µM; S. cerevisiae TIM10 strain growth, BacTiter-Glo luminescence, 24 h; hit rate 1.4% among 330,000;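 active means inhibition of 40% or more at the single tested concentration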;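 further: wild-type TIM10 isogenic control strain grown at permissive 25 °C; 0% = DMSO yeast wells and 100% = minimal medium wells without yeast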
tim23-1 inh: inhibits growth of tim23-1 mutant yeast | S. cerevisiae tim23-1 growth, BacTiter-Glo luminescence, 24 h | inhibition, % at 20 µM | hit rate 1.3% among 330,000 | AID 463212;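 active means growth inhibition of the mutant yeast at or above 50%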;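 further: temperature-sensitive mutant grown at 25 °C; plate controls were DMSO-treated mutant yeast for no effect and medium wells lacking yeast for full effect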
tim10-1 inh: tim10-1 yeast growth inhibition; hit rate 2.2% among 330,000; S. cerevisiae tim10-1 ts strain growth, BacTiter-Glo, 24 h; inhibition, % at 20 µM;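 active means inhibition of at least 40%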;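 further: mutant grown at 25 °C; 0% = DMSO wells with yeast and 100% = wells holding no yeast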
UPR CHOP act: apoptotic UPR (CHOP) activation | CHO-CHOP luciferase reporter, luminescence; percent of tunicamycin response over DMSO baseline | activation, % at 10 µM | hit rate 0.34% among 330,000;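 active means at 10 µM dose, activation of 40% or more, normalized to positive control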;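 further: 100% = tunicamycin at 10 µg/mL and 0% = DMSO alone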
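Assay system: CHO cells with stable CHOP pathway luciferase reporter; Buffer or medium: F12 plus 10% serum; Times: 16-18 h cell attachment, then 6 h compound exposure, 37 °C; Signal: luciferase luminescence; Read-out basis: percent activation relative to tunicamycin control; Control set: tunicamycin high control, DMSO low control.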
NLRP3 yeast inh: NALP3 inhibition in yeast. Yeast reconstituted NLRP3/ASC/caspase-1, beta-gal luminescence, 24 h. inhibition, % at 10 µM. hit rate 0.39% among 330,000. AID 2825;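 active means inhibition of 50% or more; inactive means inhibition below 50%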;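 further: plate controls were induced DMSO wells for no effect and uninduced yeast grown without galactose for full effect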
UPR XBP1 act: activators of adaptive arm of unfolded protein response (XBP1); CHO-XBP1 luciferase reporter, IRE1-XBP1 UPR activation, luminescence; percent of tunicamycin response, DMSO as zero; activation, % at 20 µM; hit rate 0.33% among 330,000; AID 463104;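 active means versus positive control, 20 µM dose yields 30% or more activation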;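 further: 100% = tunicamycin at 10 µg/mL and 0% = DMSO only wells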
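Signal: luciferase luminescence; Assay system: CHO-XBP1 luciferase reporter cells; Amount: one thousand reporter cells per well; Dosing: 20 µM single concentration, DMSO 1%; Benchmarks: high control tunicamycin 10 µg/mL final, low control DMSO vehicle only; Schedule: 6 h compound exposure at 37 °C, 5% CO2; Evaluation: percent activation relative to tunicamycin reference.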
APJ agonist: APJ receptor agonism. P35414. CHO-K1 APJ PathHunter beta-arrestin, luminescence; 0% DMSO wells, 100% apelin. activation, % at 20 µM. hit rate 0.11% among 330,000. AID 2520;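 active means activation more than six SD over the plate average, tested at 20 µM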;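 further: 0% = DMSO alone and 100% = apelin-13 at 10 nM; some results filed as inactive read as strong as hits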
Target sequence (P35414 whole entry, looked up): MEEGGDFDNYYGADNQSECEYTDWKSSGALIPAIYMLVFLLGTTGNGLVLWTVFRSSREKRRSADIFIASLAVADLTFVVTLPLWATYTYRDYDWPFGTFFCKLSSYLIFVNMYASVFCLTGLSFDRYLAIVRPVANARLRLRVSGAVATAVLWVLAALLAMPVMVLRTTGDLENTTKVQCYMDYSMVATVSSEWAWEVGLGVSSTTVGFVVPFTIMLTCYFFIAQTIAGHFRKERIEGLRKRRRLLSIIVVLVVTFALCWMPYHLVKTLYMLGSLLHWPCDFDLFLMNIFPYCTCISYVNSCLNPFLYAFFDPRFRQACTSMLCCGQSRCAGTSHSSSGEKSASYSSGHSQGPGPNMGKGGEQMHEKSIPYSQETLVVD
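Assay system: engineered CHO-K1 APJ arrestin reporter cells; Amount: 1000 CHO-K1 reporter cells seeded per well; Dosing: one dose, 20 µM compound, 1% DMSO; Times: compound stimulation 90 min at 25 °C, detection 60 min; Measured by: luminescent beta-gal fragment complementation, chemiluminescent substrate; Read-out: APJ–arrestin association signal; Controls: DMSO vs Apelin-13 10 nM.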
Mdm2-MdmX inh: inhibitors of human Mdm2/MdmX interaction | hit rate 3% among 330,000 | inhibition, % at 8 µM | O15151+Q00987 | SaOS-2 split-luciferase Mdm2/MdmX complementation, luminescence;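 active means inhibition of at least 50% at 8 µM in the primary screen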
NR3A LBD binder: modulators (binders) of human NR3A ligand-binding domain. NR3A LBD differential scanning fluorimetry, Tm shift; 0% = protein alone, 100% = glycine-bound protein. Tm shift relative to glycine control, % at 25 µM. hit rate 2.5% among 340,000;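 active means melting temperature shift of at least 10% of the positive control shift, at one fixed dose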
* marks the source's active call; other numbers are inactive results; . = not tested or not shown.

(1) CCCc1nc(SCC(=O)Nc2ccccc2)c2c(=O)n(C)c(=O)n(C)c2n1
(2) CCOC(CCNC(=O)c1cc2c(=O)[nH]c3ccccc3c2s1)OCC
(3) COc1ccc(S(=O)(=O)N(C)C)cc1NC(=O)CCNC(=O)c1ccccc1OC
(4) CCCS(=O)(=O)c1c(S(=O)(=O)CCC)c2cc(CC)ccn2c1C(=O)OC
(5) COc1cc(/C=N/NC(N)=O)cc(Br)c1OCc1ccccc1C
(6) Cc1cc(NC(=O)CSc2nc3ccc(Cl)cc3[nH]2)no1
(7) COc1ccc(N=C2SC(CC(=O)Nc3ccccc3OC)C(=O)N2Cc2ccco2)cc1 (stereo not given)
(8) COc1ccc(C(=O)C2CCCN(C(=O)c3cnsn3)C2)c(C)c1 (stereo not given)
(9) CN(C)C=Nc1ccccc1C1C=NNC1=O (stereo not given)
(10) O=C(OCC(=O)N1CCN(c2ccccc2)CC1)c1cc(Br)ccc1Cl
assay / entry,1,2,3,4,5,6,7,8,9,10
TIM10 inh,-7,1,-1,39,-1,-2,4,0,12,-3
tim23-1 inh,-2,22,11,27,6,3,33,6,6,44
tim10-1 inh,-2,32,30,16,4,-18,33,22,11,12
UPR CHOP act,-2.5,-1.0,-0.1,-1.8,-0.5,-0.9,2.0,2.5,2.7,-0.1
NLRP3 yeast inh,8,21,6,8,9,23,13,8,12,26
UPR XBP1 act,-2,4,-1,-1,3,-1,-2,2,4,-1
APJ agonist,-2,-2,-1,2,2,2,-1,-2,7,-3
Mdm2-MdmX inh,9,-7,-8,24,-3,-11,21,-9,-8,4
NR3A LBD binder,0,0,0,0,0,-2,-17,3,.,1

(11) C[C@@]12CCC3[C@@](CCC4[C@@]3(C)CCC[C@@]4(C)C(=O)Nc3ccc(Cl)cc3)(CC1=O)C2 (stereo not given in full)
(12) CCOC(=O)c1[nH]ncc1CN1CCCC(C(=O)c2cc(Cl)ccc2OC)C1 (stereo not given)
(13) CC(C)(CO)NCC(O)COc1ccc2c(c1)CCC2 (stereo not given)
(14) COc1ccccc1-c1n[nH]c(=S)n1N
(15) Cc1cc(C)nc(/N=C(/NC(=O)Nc2ccc(Cl)c(Cl)c2)Nc2ccccc2)n1
(16) CNS(=O)(=O)c1cccc(C(=O)OCC(=O)Nc2ccccc2OC(F)F)c1
(17) CCN(CC(=O)Nc1cccc(OC)c1)C(=O)c1ccco1
(18) Cn1c(=O)c(=O)n(C)c2cc(S(=O)(=O)N3CCN(c4ccc(F)cc4)CC3)ccc21
(19) CCC(CO)Oc1cc(NCc2cc(C)cc(C)c2)c2ncn(C(C)C)c2c1 (stereo not given)
(20) C=CCSc1nnc(NC(=O)CSc2nc3ccccc3o2)s1
assay / entry,11,12,13,14,15,16,17,18,19,20
TIM10 inh,28,-5,-11,-18,8,11,2,-16,9,4
tim23-1 inh,41,15,11,4,-2,14,14,-5,22,17
tim10-1 inh,26,-2,6,10,13,35,15,12,14,4
UPR CHOP act,2.5,0.2,-1.2,-0.3,1.5,-0.1,-0.9,1.8,-0.4,-2.1
NLRP3 yeast inh,33,10,14,14,0,15,11,-1,10,19
UPR XBP1 act,-2,-1,4,-2,0,-2,5,-1,-1,-3
APJ agonist,-3,-9,3,1,-2,1,0,-2,0,1
Mdm2-MdmX inh,31,16,-7,20,4,15,-15,-1,21,-21
NR3A LBD binder,-4,-1,0,1,.,7,1,0,0,-1

A different layout for 2 compounds above.
#	SMILES	TIM10 inh	tim23-1 inh	tim10-1 inh	UPR CHOP act	NLRP3 yeast inh	UPR XBP1 act	APJ agonist	Mdm2-MdmX inh	NR3A LBD binder
14	COc1ccccc1-c1n[nH]c(=S)n1N	-18	4	10	-0.3	14	-2	1	20	1
15	Cc1cc(C)nc(/N=C(/NC(=O)Nc2ccc(Cl)c(Cl)c2)Nc2ccccc2)n1	8	-2	13	1.5	0	0	-2	4	.

(list continues)
(21) C/C(=N\NC(=O)c1nnn(-c2nonc2N)c1-c1ccc2c(c1)OCO2)c1ccccc1
(22) CCN=C(NCC)SC1CC(=O)N(c2ccccc2)C1=O (stereo not given)
(23) CC(=O)Nc1ccc(OC(=O)c2cc3ccccc3oc2=O)cc1
(24) COc1cc(NC(=O)c2cc(Cl)nnc2Cl)cc(OC)c1OC
(25) CC(=O)Nc1ccc2c(c1)nc(CCN1CCN(c3ccccn3)CC1)n2C
(26) CCN(CC)C(=O)Oc1ccc2ccccc2c1Cl
(27) COCCN(C(=O)CSc1nnc(C)n1-c1ccc(C)cc1)c1c(N)n(Cc2ccccc2)c(=O)[nH]c1=O
(28) O=C(CN1CCN(CC(=O)Nc2ccc(F)cc2)CC1)NCC1(N2CCOCC2)CCCCC1
(29) O=c1nccc(N/N=C/c2cccc(O)c2)[nH]1
(30) COc1ccc(NC(=O)C(=O)Nc2cccc3cccnc23)c(OC)c1
assay / entry,21,22,23,24,25,26,27,28,29,30
TIM10 inh,-25,11,4,-28,4,14,5,9,-5,-1
tim23-1 inh,-20,15,18,-55,9,30,-4,-11,2,4
tim10-1 inh,-9,11,22,-22,9,27,-15,-12,8,-4
UPR CHOP act,2.2,0.8,1.6,-1.5,-1.7,5.7,0.9,-1.1,2.2,0.4
NLRP3 yeast inh,10,-1,18,11,-3,30,12,9,-1,25
UPR XBP1 act,-3,-1,-6,0,-1,2,-1,-1,-1,4
APJ agonist,-4,0,0,0,-2,0,-5,-4,1,-1
Mdm2-MdmX inh,18,-18,-6,3,-2,-27,18,10,8,35
NR3A LBD binder,1,2,1,0,-2,-10,2,1,.,0

Filtered by structure, the entries above with an aryl thioether with sulfur outside any ring (4)
(1) CCCc1nc(SCC(=O)Nc2ccccc2)c2c(=O)n(C)c(=O)n(C)c2n1
(6) Cc1cc(NC(=O)CSc2nc3ccc(Cl)cc3[nH]2)no1
(20) C=CCSc1nnc(NC(=O)CSc2nc3ccccc3o2)s1
(27) COCCN(C(=O)CSc1nnc(C)n1-c1ccc(C)cc1)c1c(N)n(Cc2ccccc2)c(=O)[nH]c1=O
assay / entry,1,6,20,27
TIM10 inh,-7,-2,4,5
tim23-1 inh,-2,3,17,-4
tim10-1 inh,-2,-18,4,-15
UPR CHOP act,-2.5,-0.9,-2.1,0.9
NLRP3 yeast inh,8,23,19,12
UPR XBP1 act,-2,-1,-3,-1
APJ agonist,-2,2,1,-5
Mdm2-MdmX inh,9,-11,-21,18
NR3A LBD binder,0,-2,-1,2

Continuation.
(31) COc1ccc(Cl)cc1S(=O)(=O)NCCCn1ccnc1
(32) Cc1cc(Cl)ccc1NC(=O)COC(=O)c1cc([N+](=O)[O-])ccc1N1CCOCC1
(33) Oc1cccc2ccc(/C=C/c3cccs3)nc12
(34) CCN(CC)C(=O)CSc1nc2cc3c(cc2c(=O)n1Cc1ccco1)OCO3
(35) COc1ccc(NC(=O)C(CCS(C)(=O)=O)N2C(=O)c3ccccc3C2=O)cc1 (stereo not given)
(36) CCOc1ccccc1NC(=O)c1cc(-c2ccccn2)nc2ccccc12
(37) COc1ccccc1-n1nnnc1SCC(=O)N1CCCC1=O
(38) CCNC(=S)N(CCc1c(C)[nH]c2ccccc12)Cc1cc(OC)c(OC)c(OC)c1
(39) CSCCC(NC(=O)c1ccc(Cl)cc1Cl)C(=O)N(C)Cc1nc2ccccc2c(=O)[nH]1 (stereo not given)
(40) Cc1onc(-c2ccccc2)c1C(N)=O
assay / entry,31,32,33,34,35,36,37,38,39,40
TIM10 inh,-7,1,19,14,0,3,-8,13,7,2
tim23-1 inh,-1,15,41,9,6,33,-3,5,-9,-4
tim10-1 inh,-12,4,41*,10,8,21,4,6,-1,-9
UPR CHOP act,-1.6,-0.6,11,0.5,0.9,-2.0,0.2,-2.0,0.1,-1.7
NLRP3 yeast inh,14,23,18,-6,-3,14,8,5,15,7
UPR XBP1 act,-2,0,5,2,2,1,-2,-2,-1,1
APJ agonist,0,-6,-8,0,-2,-1,0,-5,-11,-1
Mdm2-MdmX inh,2,12,-31,27,0,-25,14,16,21,3
NR3A LBD binder,0,0,-2,-1,-2,0,1,-11,0,-5

(41) CC(=O)/C(=N\Nc1ccc(C)cc1)N1CCOCC1
(42) CCN1C(=O)C(CC(=O)Nc2ccccc2)S/C1=N\c1ccccn1 (stereo not given)
(43) CC(C)(C)N(Cc1ccccc1)C(=O)CN1C(=O)c2ccccc2C1=O
(44) CS(=O)(=O)c1ccc(Cl)c(NC(=O)CSc2nc3ccccc3c(=O)n2Cc2ccco2)c1
(45) Cc1cc(-c2n[nH]c(=S)n2/N=C/c2c[nH]c3ccccc23)n[nH]1
(46) O=C(COc1coc(CN2CCc3ccccc3C2)cc1=O)Nc1ccc(Cl)cc1
(47) O=C(CCC(=O)c1cccs1)NCc1ccc(F)cc1
(48) CCOC(=O)N1CCN(C(=O)CN(c2cc(Cl)ccc2OC)S(=O)(=O)c2ccccc2)CC1
(49) NS(=O)(=O)c1ccc(Nc2nc(-c3ccc(O)cc3O)cs2)cc1
(50) COCc1nnc(NC(=O)c2cccc(NC(=O)c3ccccc3)c2)s1
assay / entry,41,42,43,44,45,46,47,48,49,50
TIM10 inh,-36,-6,-3,7,-10,8,5,17,-3,4
tim23-1 inh,2,-1,27,8,0,-6,-6,27,11,8
tim10-1 inh,-2,-10,25,14,-7,6,7,17,-1,18
UPR CHOP act,-1.3,-0.9,8.1,1.2,-2.2,-1.3,-1.3,-2.2,-0.4,4.3
NLRP3 yeast inh,16,25,24,20,15,5,15,7,-3,20
UPR XBP1 act,0,0,4,0,-1,1,-5,-2,-5,-4
APJ agonist,-1,-3,-5,-1,1,1,-4,20,5,-2
Mdm2-MdmX inh,-14,20,-4,46,19,18,16,18,40,3
NR3A LBD binder,-1,0,-1,4,0,0,1,-2,15*,-18

(51) CN1CCN(c2ccc(S(=O)(=O)N3CCOCC3)cc2)CC1
(52) COc1ccccc1/C=C/C=N/n1c(-c2ccc(F)cc2)n[nH]c1=S
(53) CC(=O)c1ccc(NC(=S)NCCc2ccc(S(N)(=O)=O)cc2)cc1
(54) O=C(O)c1sccc1SCc1ccc(Cl)c(Cl)c1
assay / entry,51,52,53,54
TIM10 inh,-7,25,-7,21
tim23-1 inh,-4,24,-8,28
tim10-1 inh,-20,24,-1,28
UPR CHOP act,0.2,1.2,3.9,2.3
NLRP3 yeast inh,2,9,-2,11
UPR XBP1 act,-3,-1,3,0
APJ agonist,-5,0,-1,-2
Mdm2-MdmX inh,12,39,-8,-8
NR3A LBD binder,0,-9,-1,4

Ordered by SMILES length (smallest number first): part of the list above.
(51) CN1CCN(c2ccc(S(=O)(=O)N3CCOCC3)cc2)CC1
(50) COCc1nnc(NC(=O)c2cccc(NC(=O)c3ccccc3)c2)s1
(52) COc1ccccc1/C=C/C=N/n1c(-c2ccc(F)cc2)n[nH]c1=S
assay / entry,51,50,52
TIM10 inh,-7,4,25
tim23-1 inh,-4,8,24
tim10-1 inh,-20,18,24
UPR CHOP act,0.2,4.3,1.2
NLRP3 yeast inh,2,20,9
UPR XBP1 act,-3,-4,-1
APJ agonist,-5,-2,0
Mdm2-MdmX inh,12,3,39
NR3A LBD binder,0,-18,-9
